Autophagy HCS – alters autophagy in cells; MEF GFP-LC3 puncta imaging; test concentration mostly 10 µM; calls only at 10 µM (by protocol); 190,000 tested, 0.98% active;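 active means percentage of spot-positive cells more than 3 SD above its plate mean, without a fluorescence outlier flag or 80% toxicity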;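 further: spot-positive cell cutoff set from DMSO-treated cells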
MT stabilizer – stabilizes microtubules in HeLa cells; HeLa tubulin immunostaining HCS, 24 h; share of cells brighter than vehicle mean+2SD; % tubulin-high responders, % at 10 µM; 200,000 tested, 0.83% active;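 active means plate Z-score above 3 for both tubulin-high and condensed-nucleus cell shares, with cell loss under 80%, at 10 µM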;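 further: anti alpha tubulin signal scored within the nucleus-defined area of each cell; some results filed as inactive read as strong as hits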
Insulin prom up – MIN6 insulin promoter up-regulation; MIN6 insulin promoter-GFP reporter, high-content imaging; active compounds read high; z-score at 5 µM; 190,000 tested, 0.3% active;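 active means z-score above 3 at 5 µM with at least 500 cells counted in the well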
K1F lysis inhibition – protection from phage-mediated lysis, alamar blue read-out – E. coli UTI89, K1F phage, bacterial capsule biogenesis inhibitors (AID 488966); E. coli UTI89 K1F phage lysis, alamar blue, 2 h; higher % means a stronger effect; one-dose inhibition, % at 100 µM; IC50 in µM for titrated hits; 340,000 tested, 0.02% active;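 active means phage lysis inhibition, versus mean bacterial control, above a set limit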;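 further: capsule biogenesis inhibitors block K1F phage lysis so surviving cells raise fluorescence; higher fluorescence means more inhibition of phage lysis; actives were called in the ten point dose series up to 300 µM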
Dynein transport – dynein cargo transport inhibition; 3617.4 mouse cells, GR-EGFP nuclear translocation imaging; test concentration mostly 20 µM; stimulated with dexamethasone, 1 µM; active compounds read low; z-score, hits read low; 220,000 tested, 0.47% active;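 active means plate z-score of nuclear minus cytoplasmic receptor signal below a set negative limit, without overly bright fluorescence or cell loss, cut at about -3.5 in these data, passing the limit was not always enough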;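 further: z-score of nuclear minus cytoplasmic ring GR-EGFP intensity difference per well; some compounds called inactive have numbers as strong as hits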
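medium = tetracycline-free induction medium containing charcoal-stripped FBS | also added = 1.0 µM final dexamethasone stimulus | schedule = 48 h induction, 1 h compound, 30 min dex at 37 °C | technique = fixed, Hoechst-stained cells imaged at 10x for EGFP | measure = GR-EGFP nuclear translocation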
P. falciparum M17LAP – P. falciparum M17LAP inhibitors, primary screen, biochemical, fluorogenic H-Leu-NHMec substrate, 1536-well (AID 1619). 220,000 tested, 0.38% active. recombinant M17LAP, H-Leu-NHMec fluorogenic kinetic assay; higher % means a stronger effect. one-dose inhibition, % at 30 µM; IC50 in µM for titrated hits;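 active means compound inhibiting the enzyme by more than half at any dose during confirmatory dose-response retesting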;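 further: plate controls were full reaction with DMSO carrier for no effect and no enzyme background for full effect; strong numbers were not always called active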
bCat nuc transl – modulators of beta-catenin nuclear translocation | HeLa beta-catenin nuclear translocation, immunofluorescence imaging | nuclear translocation activity, % at 5 µM | 190,000 tested, 0.3% active;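 active means nuclear translocation activity above 50% at 5 µM, with a well cell count of 50 or more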;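 further: per-cell ratio of nuclear to cytoplasmic median beta-catenin stain intensity; plate controls were DMSO negative control for no effect and GSK-3 inhibitor IX positive control for full effect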
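assay system = human HeLa cells, endogenous beta-catenin | times = compound treatment 24 h, 37°C, 5% CO2 | detection = Anti-beta-catenin immunofluorescence on PFA-fixed, Triton-permeabilized cells, DAPI nuclei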
ER stress rescue – protection against thapsigargin-triggered cell killing – 384-well, CSM14.1, ATP luminescence, primary screen (AID 1222) | CSM14.1 thapsigargin-induced death rescue, ATP luminescence; higher % means a stronger effect | cellular ATP content (survival), % at 20 µM, or EC50 in µM where a hit was titrated | 190,000 tested, under 10 active;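 active means EC50 below 50 µM in the dose-response confirmation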;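 further: death triggered by thapsigargin at about 15 µM added after 2 h compound pretreatment; cell ATP read after overnight thapsigargin exposure of roughly 18 to 22 hours; normalized against plate controls of thapsigargin alone and 5% DMSO vehicle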
M1AAP inhibition – malaria alanyl aminopeptidase activity blockers – biochemical, fluorogenic H-Leu-NHMec substrate, 1536-well (AID 1445); one-dose inhibition, % at 30 µM; IC50 in µM for titrated hits; recombinant M1AAP, H-Leu-NHMec fluorogenic kinetic assay; higher % means a stronger effect; 220,000 tested, 0.42% active;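 active means primary inhibition above the hit cutoff, then over 50% inhibition at one or more dose response concentrations, cut at about 23% in these data, passing the limit was not always enough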;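 further: plate controls were DMSO full reaction for no effect and no enzyme background for full effect; strong numbers were not always called active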
Dynein transport cytoplasmic EGFP – also measured in Dynein transport; calls as there; z-score; measured here: cytoplasmic GR-EGFP intensity; active compounds read high
Dynein transport nuclear GR-EGFP – also measured in Dynein transport; calls as there; z-score; measured here: nuclear GR-EGFP intensity;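 lower value marks the stronger effect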
Dynein transport cell count – further read-out of Dynein transport, marked with its call; z-score; measured here: cell count per field
Insulin prom up cell count – further read-out of Insulin prom up, marked with its call; cell count; measured here: cytotoxicity, nuclei count;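 total cells summed across four imaged fields per well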
bCat nuc transl cell count 5 µM – also measured in bCat nuc transl; calls as there; cell count; measured here: cell count, cytotoxicity flag
MT stabilizer Hoechst-high % – further read-out of MT stabilizer, marked with its call; % Hoechst-high responders; measured here: nuclear condensation Hoechst responders;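 share of cells brighter than vehicle mean plus two SD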
MT stabilizer cytotoxicity % – also measured in MT stabilizer; calls as there; toxicity, %; measured here: cytotoxicity by cell density;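 0% = mean cell density of plate MIN control wells and 100% = no cells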
Autophagy HCS cell loss 18 h – second read-out of Autophagy HCS, no call of its own (marks repeat the call); toxicity, %; measured here: cell loss, nuclei count;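 cell loss after 18 h compound exposure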
* hit, by the source's call; i = inactive; . = not tested or not shown; & = joins results of further samples; [ ] = another dose, or the depositor's remark. Rows are unselected, and some 2.9% of all compounds hit somewhere here.

item	Structure	Autophagy HCS	Autophagy HCS cell loss 18 h	MT stabilizer	MT stabilizer Hoechst-high %	MT stabilizer cytotoxicity %	Insulin prom up	Insulin prom up cell count	K1F lysis inhibition	Dynein transport	Dynein transport cytoplasmic EGFP	Dynein transport nuclear GR-EGFP	Dynein transport cell count	P. falciparum M17LAP	bCat nuc transl	bCat nuc transl cell count 5 µM	ER stress rescue	M1AAP inhibition
1	CCC(C)(C)NC(=O)C(c1cccnc1)N(C(=O)c1csnn1)c1ccccc1 (stereo unspecified)	i	7.3	1.0	1.5	5.0	.	.	-0.1%	0.0703	-0.161	-0.00888	-1.07	-3.9%	1.3	1481	-0.7%	-0.3%
2	CCCCCC(=O)Oc1cccc(N2C(=O)C3CCCCC3C2=O)c1 (stereo unspecified)	i	-4.9	1.5	1.2	2.2	0.4	1298	-0.5%	1.26	-0.0874	0.278	-0.726	2.3%	-1.1	1077	0.9%	-4.5%
3	CCCSC1=C(C#N)C(c2ccccc2OCC)CC(=O)N1 (stereo unspecified)	i	-13.0	4.9	2.2	2.0	0.34	1159	2.0%	-0.134	-0.242	-0.266	0.626	7.1%	-0.1	1027	.	-2.8%
4	O=C(C[n+]1cnn(CC(=O)c2ccc(Cl)cc2Cl)c1)c1ccc([N+](=O)[O-])cc1	i	2.8	2.8	2.6	2.2	0.5	1318	-6.6%	-0.548	-0.265	-0.436	0.791	4.8%	0.3	1137	11.0%	2.1%
5	CC(=O)c1ccccc1NC(=O)COC(=O)c1ccccc1NC(=O)c1ccccc1	i	6.3	2.7	2.3	7.7	0.18	1289	7.2%	-0.538	-0.212	-0.29	0.548	11.3%	-0.6	1107	-4.7%	9.7%
6	Brc1ccc(C=Nc2ccc3c(c2)OCCOCCOCCO3)s1	i	-4.4	1.5	3.2	12.4	0.26	1375	1.8%[50 µM]	0.946	-0.217	0.128	-0.118	14.0%	0.9	906	-2.7%	2.5%
7	O=C(Oc1c(-c2ccccc2)c(=O)n2c3c(cccc13)CC2)c1ccc(F)cc1	.	.	.	.	.	0.09	1106	-0.7%	-0.258	-0.271	-0.196	1.18	-1.9%	-0.4	1320	.	13.0%
8	COC(=O)c1ccc(S(=O)(=O)NCc2ccccc2)n1C	.	.	.	.	.	-0.47	1027	0.7%	2.07	-0.118	0.932	-0.58	9.0%	0.3	1267	.	9.6%
9	CCS(=O)(=O)N1CCC(C(=O)N2CCN(Cc3ccccc3)CC2)CC1	i	1.3	2.1	1.6	14.3	0.03	1632	0.1%	-0.0864	-0.265	0.124	0.265	-1.6%	2.3	1067	0.7%	7.0%
10	COc1ccccc1NC1=NC(C)(C)N=C(N)N1	i	-1.4	2.4	2.2	12.7	0.58	1469	-0.5%	-0.317	-0.183	0.0629	0.866	8.6%	-1.3	1357	1.4%	0.3%
11	CCN1CCN(C(c2ccccc2OC)c2nnnn2C2CCCCC2)CC1 (stereo unspecified)	i	12.9	5.5	2.8	8.6	0.12	1330	0.5%	0.303	-0.139	0.904	-1.02	-7.8%	-5.7	1107	-6.0%	-1.1%
12	COC(=O)c1ccc(NC(=O)C(=O)N2CCN(C(=S)Nc3ccc(OC)cc3)CC2)cc1	i	-10.3	3.7	1.9	6.4	0.54	1587	4.6%	0.0936	0.0489	0.258	0.989	2.6%	0.2	1066	0.3%	2.8%
13	Cc1ccc(N(CC(=O)Nc2ccc(S(=O)(=O)N3CCOCC3)cc2)S(C)(=O)=O)cc1C	i	4.5	2.4	3.2	13.4	-0.06	1019	-0.2%	1.18	-0.351	0.374	0.0313	-6.4%	-1.0	1154	-1.3%	-0.1%
14	N#Cc1cc(-c2ccccc2)nnc1Oc1ccccc1	i	6.6	4.0	2.4	4.4	.	.	0.3%	-0.479	-0.0166	-0.308	0.89	7.6%	.	.	1.1%	2.0%
15	CN1CCN(NC(=O)c2cc(S(=O)(=O)Nc3ccc(Cl)cc3)ccc2Cl)CC1	.	.	.	.	.	-0.19	1174	0.8%[50 µM]	1.06	-0.136	0.426	-2.39	9.4%	-0.7	1259	.	0.9%
16	CCN(CC)CCCN1C(=O)CSC1c1ccc([N+](=O)[O-])cc1 (stereo unspecified)	i	15.0	2.1	1.1	4.1	-0.46	1499	-0.1%	-0.548	0.00878	0.0463	0.262	.	0.2	963	-0.1%	.
17	CCc1cccc(NC2c3ccccc3C(=O)N2c2cccnc2)c1 (stereo unspecified)	i	-7.1	2.4	1.9	10.9	2.72	1956	1.5%	-0.343	-0.182	-0.0736	0.348	14.0%	-2.0	1129	-1.7%	-0.2%
18	CN(C)c1ccc(C=NCCc2ccc(S(N)(=O)=O)cc2)cc1	i	2.4	2.3	2.9	4.7	-0.4	1219	0.2%	1.34	-0.15	1.21	-1.39	2.7%	0.5	1074	0.4%	4.5%
19	O=C(CSc1nnc(-c2ccc3c(c2)OCCO3)o1)NC1CCCCC1	i	-10.9	4.8	2.4	9.1	1.16	1427	0.2%[50 µM]	0.637	-0.258	0.288	0.606	.	-3.9	1054	2.0%	.
20	O=C(O)C1C2C=CC(C2)C1C(=O)NC1CCS(=O)(=O)C1 (stereo unspecified)	i	-0.2	1.2	1.4	10.6	0.48	1382	0.5%	0.0857	-0.188	0.0197	-0.546	-4.0%	-1.8	760	1.1%	2.8%
21	CCOC(=O)c1cnc(-n2nc(C)cc2C)nc1NCc1ccccc1	i	13.6	2.7	2.0	8.8	-3.75	1139	-0.1%	0.876	-0.317	0.592	-0.182	-2.4%	.	.	-1.2%	8.5%
22	CCOCc1nnc(NC(C)=O)s1	i	-7.6	2.8	1.4	5.0	-0.07	1573	4.4%	1.01	-0.234	-0.136	-0.467	-5.5%	-4.6	1278	-2.2%	2.2%
23	CCC(C(=O)Nc1ccccc1C(=O)N1CCCC1)N1C(=O)c2ccccc2C1=O (stereo unspecified)	i	2.8	2.8	1.8	1.1	-0.73	1223	4.8%	-1.17	-0.243	-0.611	0.283	3.6%	0.4	1232	-4.3%	1.4%
24	C/C(N)=C(/C#N)C(=O)CSc1nc(C2CCCCC2)n(-c2ccccc2)n1	i	14.0	2.6	1.5	5.6	-0.23	1225	-2.1%&-0.1%	-0.619	-0.181	0.0479	-0.269	-4.5%	.	.	-2.6%	-0.8%
25	Cc1[nH]nc(SCC(=O)Nc2cccc(O)c2)c1[N+](=O)[O-]	i	8.5	6.3	3.0	7.7	-0.3	1161	-1.7%	0.164	-0.239	0.382	0.377	5.4%	-1.7	1091	.	6.0%
26	CC(=O)Nc1ccc(NC(=O)C2CC(=O)N=C(N)S2)cc1 (stereo unspecified)	i	-9.0	2.5	1.0	5.5	.	.	2.9%	0.0851	-0.127	0.105	-0.506	-9.1%	.	.	-0.4%	-6.0%
27	CCN(Cc1ccccc1)Cc1cccc([N+](=O)[O-])c1	i	28.4	2.5	1.1	4.2	0.88	1498	1.3%	2.41	-0.0717	2.11	-2.67	-0.1%	-1.9	1460	2.1%	1.2%
28	Cc1ccc(NC(=O)CSc2nnc(CCC(=O)O)c(=O)[nH]2)cc1	.	.	.	.	.	-0.07	1052	0.1%	-0.484	-0.0267	-0.0822	0.335	13.7%	-0.2	1288	.	-1.1%
29	COc1ccc(C(=O)/C=C/C(=O)N(Cc2ccccc2OC)C(C(=O)NC2CCCCC2)c2ccncc2)c(O)c1 (stereo unspecified)	i	5.8	1.9	5.9	9.2	-0.44	1241	-0.3%	-0.505	-0.0366	-0.472	0.615	5.4%	-0.5	957	3.2%	13.5%
30	O=[N+]([O-])c1ccccc1N/N=C/c1cccc(O)c1O	.	.	.	.	.	-4.66	566	0.1%	-0.905	-0.25	0.1	0.398	6.0%	1.8	1262	.	7.8%
31	CCc1ccc(NC(=S)Nc2cccc3cnccc23)cc1	i	-1.2	2.4	2.8	5.9	-0.35	1049	-0.1%	-0.952	-0.324	-0.0158	0.614	16.1%	1.2	978	-1.3%	7.3%
32	CCC(=O)NC(=S)NNC(=O)c1ccc([N+](=O)[O-])cc1	i	-15.8	4.5	1.8	5.6	1.16	1502	-0.6%	0.977	-0.232	-0.0184	0.114	-1.7%	-0.5	1372	-1.7%	7.4%
33	Cc1ccc([N+](=O)[O-])cc1NC(=O)CN(C(=O)c1ccccc1Cl)C1CCCCC1	i	5.5	1.7	2.2	8.1	-0.01	1505	0.7%	-0.478	0.919	-0.438	0.671	-1.5%	-3.9	1128	1.9%	6.1%
34	O=C(CCc1nnc(CCCCc2ccccc2)o1)NCCN1CCCCC1=O	i	1.9	1.4	1.2	0.6	.	.	0.3%	0.937	-0.159	0.865	-0.818	-6.3%	1.2	912	-0.5%	-4.1%
35	CCOC(=O)NC(=O)c1cn(Nc2ccccc2C(F)(F)F)c(=O)[nH]c1=O	.	.	.	.	.	-0.68	1044	0.0%	0.0779	-0.262	0.454	0.488	14.6%	0.4	1287	.	-1.8%
36	N#CCSc1nc(-c2ccccc2)cs1	i	6.5	3.7	2.2	6.2	-0.1	1725	0.6%	-0.977	-0.177	-0.867	-0.366	-0.5%	-0.1	1128	-0.7%	-12.9%
